ERp5 block: blocks human ERp5 reductase activity on insulin; Q15084; ERp5 insulin aggregation, absorbance 650 nm, 90 min; inhibition, % at 9.99 µM; 350,000 tested, 0.05% active; AID 651711;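 active = mean replicate inhibition above about 25%, with every replicate also reaching it, limit read from the data, passing the limit was not always enough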
Target sequence (Q15084 whole entry, looked up): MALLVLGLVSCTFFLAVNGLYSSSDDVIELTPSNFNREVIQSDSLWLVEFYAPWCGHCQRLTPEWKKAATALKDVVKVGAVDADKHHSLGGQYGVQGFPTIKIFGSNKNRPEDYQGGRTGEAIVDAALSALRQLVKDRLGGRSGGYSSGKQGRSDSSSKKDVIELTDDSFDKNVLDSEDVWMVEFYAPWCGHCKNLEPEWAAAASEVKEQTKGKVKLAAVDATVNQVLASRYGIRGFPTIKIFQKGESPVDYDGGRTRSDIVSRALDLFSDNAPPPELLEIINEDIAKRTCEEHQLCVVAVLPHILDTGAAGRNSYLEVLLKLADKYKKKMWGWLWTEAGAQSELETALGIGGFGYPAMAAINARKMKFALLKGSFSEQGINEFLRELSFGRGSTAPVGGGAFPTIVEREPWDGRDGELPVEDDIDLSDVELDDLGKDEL
ARNT TACC3 PPI: disrupts binding between human ARNT and TACC3. Q9Y6A5. AlphaScreen His-ARNT PAS-B/GST-TACC3 binding, luminescence; TACC3 fragment carries E629A point mutation. inhibition, % at 9.99 µM. 390,000 tested, 0.66% active. AID 623870;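 active = mean inhibition of replicates at least 50% and at least half of replicates each reaching 50%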;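 note: 0% = complete ARNT plus TACC3 wells and 100% = ARNT alone without TACC3; many hits fall short of the cut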
miR-122 sensor: inhibitors of miR-122 in Huh7 cells | activation (reporter increase), % at 12.5 µM | Huh7 miR-122 Renilla luciferase sensor, 48 h; neutral wells = 0, positive control = 100 | AID 602342 | 340,000 tested, 0.3% active;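 active = mean replicate activation score at least 90 and every replicate individually at or above 90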;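 note: higher luciferase means less miR-122 activity so hits act as miR-122 inhibitors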
SIRT5 inh: blocks human SIRT5 desuccinylation of peptide; Q9NXA8; Purified SirT5, succinyl-peptide AMC, trypsin-coupled fluorescence; inhibition, % at 15 µM; 330,000 tested, 1.1% active; in the data active = inhibition above about 15%
Target sequence (Q9NXA8 whole entry, looked up): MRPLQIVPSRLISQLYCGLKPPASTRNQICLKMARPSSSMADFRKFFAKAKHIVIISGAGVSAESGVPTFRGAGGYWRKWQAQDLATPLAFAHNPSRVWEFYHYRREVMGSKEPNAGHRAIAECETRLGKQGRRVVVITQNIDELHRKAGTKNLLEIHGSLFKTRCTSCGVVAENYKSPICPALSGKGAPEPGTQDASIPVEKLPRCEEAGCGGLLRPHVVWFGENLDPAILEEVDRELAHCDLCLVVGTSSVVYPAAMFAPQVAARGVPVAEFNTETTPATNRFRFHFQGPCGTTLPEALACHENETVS
Cneo AK release: Cryptococcus neoformans lysis via adenylate kinase release. C. neoformans lysis, adenylate kinase release luminescence, 4 h; normalised: neutral wells 0, clomiphene wells 100. lysis activity, % at 15 µM. 360,000 tested, 0.2% active;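 active = mean lysis activity across replicates of at least 80%, whatever share of replicates individually reach that level; inactive = mean lysis activity below 80%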
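Test system: log-phase Cryptococcus neoformans yeast cells. Input: 5 × 10^6 yeast cells/mL. Medium: fresh YPD growth medium. Doses: single dose. Incubation: static 4 h at 37 °C with compound, 1 h detection. Measured by: luminescent adenylate kinase detection reagent. Read-out: signal increase indicating cell lysis. Benchmarks: Clomiphene.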
Statin myotox sup: suppressors of simvastatin-induced myotoxicity in C2C12 myotubes; ATP luminescence, 48 h; scaled: DMSO 0, geranylgeraniol control 100; rescue of ATP level, % at 7.49 µM; 330,000 tested, 0.78% active;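 active = mean ATP rescue above about 67%, or every replicate alone reaching that limit, limit read from the data, passing the limit was not always enough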;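 note: myotubes were challenged with 10 µM simvastatin during compound exposure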
esBAF inh: SWI/SNF esBAF complex inhibition; mouse ES cells, Bmi1-luciferase knock-in reporter, 24 h; 100% = twice the neutral-well signal; 350,000 tested, 2% active; reporter increase, % at 12.5 µM; in the data active = activation above about 40%;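 note: 0% = median of the plate's neutral control wells and 100% = double that signal; a rise in the Bmi1 reporter signal indicates esBAF inhibition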
Active calls of the source: *; x = not tested or not shown; [ ] = remark or other dose.

SMILES | ERp5 block | ARNT TACC3 PPI | miR-122 sensor | SIRT5 inh | Cneo AK release | Statin myotox sup | esBAF inh
COc1ccc(S(=O)(=O)/C(C#N)=C/Nc2ccccc2F)cc1 | 1 | -6 | x | 0 | x | -1 | 2
O=C(NCCCn1ccnc1)C(=O)NCC(c1ccco1)N1CCN(c2ccccc2)CC1 (stereo not drawn) | 2 | 45* | -4 | x | 4 | 1 | 7
CC(=O)N1CCCCN2[C@H](CO)[C@H](c3ccc(-c4cccc(C(=O)N(C)C)c4)cc3)[C@H]2C1 | 1 | -6 | 5[16.7 µM] | 1 | 0 | x | x
C[C@H](CO)N1C[C@H](C)[C@H](CN(C)Cc2ccc(Cl)c(Cl)c2)Oc2ccc(NC(=O)NC3CCCCC3)cc2C1=O | -1 | 2 | -10[16.7 µM] | 0 | -3 | x | 5
O=C(O)C1CCN(C(=O)c2csc(-c3ccc4c(c3)CCO4)n2)CC1 | 1 | 0 | x | -3 | x | x | x
CC(=O)c1cccc(NC(=O)CSc2nc(=O)n(Cc3ccccn3)c3c2CCC3)c1 | 0 | -1 | 13 | -2 | 6 | -4 | -3
CN(CC(=O)O)Cc1nc2ccccc2[nH]1 | x | 88* | -6 | x | -2 | 8 | -6
CC1C/C(=N\Nc2ccc(S(N)(=O)=O)cc2[N+](=O)[O-])CC(C)(C)C1 (stereo not drawn) | x | 6 | 1 | x | -2 | x | x
CC1COc2ccccc2N1C(=O)c1cccnc1Cl (stereo not drawn) | -4 | -8 | 8 | -1 | 2 | -19 | -3
Cc1ccccc1-n1nnnc1SC1CCOC1=O (stereo not drawn) | x | -5 | -8 | x | 2 | -7 | -1
Cc1noc(C)c1S(=O)(=O)Nc1ccc2c(c1)C(=O)N([C@@H](C)CO)C[C@H](C)[C@@H](CN(C)S(=O)(=O)c1ccccc1)OCCCC[C@@H](C)O2 | -1 | -5 | 3[16.7 µM] | 3 | 0 | x | -6
Cc1cc(C(=O)COC(=O)c2cc(O)c3ccccc3c2O)c(C)n1CC1CCCO1 (stereo not drawn) | x | 12 | 2 | x | -1 | 30 | -7
COc1cccc(NC(=O)N[C@H]2CC[C@@H](CC(=O)NCc3ccncn3)O[C@@H]2CO)c1 | -6 | -8 | 1[16.7 µM] | -7 | -4 | -2 | -2
COc1ccc(CN(C)C(=O)CNC(=O)c2sc3ccccc3c2Cl)c(OC)c1OC | -12 | x | x | -5 | -7 | -5 | 6
Cc1nc(SCc2ccc([N+](=O)[O-])cc2)n[nH]1 | 5 | 0 | -1 | -3 | -2 | 1 | 10
CC(=O)c1ccc(NC(=O)Nc2cccc3ccccc23)cc1 | 4 | -7 | 2 | -3 | -10 | 5 | 11
COn1c(SC(C)C)nc2ccccc2c1=O | x | -8 | -4 | x | 14 | 8 | 1
O=C(COc1ccccc1)Nc1ccc(CN2CCCCC2)cc1 | 4 | -2 | -1 | -5 | -2 | 1 | 2
COc1ccc(CCNC(=O)CCOc2ccc(C)cc2)cc1OC | -6 | -3 | -2 | -2 | -2 | -2 | 1
CC(NS(=O)(=O)c1cccc(Cl)c1)C(=O)N(C)C1CCN(C)CC1 (stereo not drawn) | 5 | -1 | x | -2 | x | x | x
Cc1onc(-c2c(Cl)cccc2Cl)c1NC(=O)NC1CCSC1 (stereo not drawn) | 2 | x | -1 | -2 | -1 | x | x
O=S(=O)(CCN1CCCC1)NCCNS(=O)(=O)c1ccc(F)cc1Br | 4 | -5 | 5 | 1 | 1 | 1 | 9
CN(C)C(=S)NC(=S)Nc1ccc2ccccc2c1 | 11 | -5 | 0 | -2 | x | x | x
CCCCCNC(=O)Cc1ccc(S(=O)(=O)N2CCOCC2)s1 | -1 | -2 | x | -1 | -2 | 5 | 1
CS(=O)(=O)N(CC(=O)Nc1ccc(F)cc1F)C1CCCCC1 | 3 | -3 | 2 | 3 | 2 | -1 | 2

Looked up by compound from the entries so far, 2 records:
SMILES | ERp5 block | ARNT TACC3 PPI | miR-122 sensor | SIRT5 inh | Cneo AK release | Statin myotox sup | esBAF inh
O=C(NCCCn1ccnc1)C(=O)NCC(c1ccco1)N1CCN(c2ccccc2)CC1 (stereo not drawn) | 2 | 45* | -4 | x | 4 | 1 | 7
COc1ccc(CCNC(=O)CCOc2ccc(C)cc2)cc1OC | -6 | -3 | -2 | -2 | -2 | -2 | 1

Remaining list, next part.
SMILES | ERp5 block | ARNT TACC3 PPI | miR-122 sensor | SIRT5 inh | Cneo AK release | Statin myotox sup | esBAF inh
CCOc1ccccc1N1CC(C(=O)Nc2ccc(S(=O)(=O)N3CCCCC3)cc2)CC1=O (stereo not drawn) | 2 | -2 | -1 | -1 | 1 | 1 | -3
CC(=O)Nc1cccc(CCc2nc3ccccc3[nH]2)c1 | -2 | 2 | -5 | 10 | 2 | 0 | 23
O=C(Nc1ccc(NC(=O)c2ccco2)nc1)c1ccccn1 | x | 25 | 8 | x | -4 | 113* | -17
COCC(C)NC(=O)C(C)Oc1ccccc1 (stereo not drawn) | x | -7 | -5 | x | 3 | x | x
CCC(C)[C@H](NC(=O)N1CC(=O)Nc2ccccc21)C(=O)N[C@H](Cc1c[nH]c2ccccc12)C(=O)O (stereo partly drawn) | -6 | -2 | 1 | -4 | -3 | 7 | -5
COc1ccc(-c2ccc([C@H]3[C@H](C#N)N(C(=O)NC(C)C)[C@H]3CO)cc2)cc1 | 2 | 12 | x | 3 | -1 | 22 | 5
CC(C)NC(=S)NN=C1CCCCCCCCCCC1 | 1 | -1 | x | 0 | x | x | x
CCOC(=O)C1CCN(c2ncnc3c2c(-c2ccccc2)cn3-c2ccccc2)CC1 | 1 | 1 | -1 | 5 | 1 | 14 | -10
CC(=O)N1C(O)CC(C)N1c1ccccc1 (stereo not drawn) | x | -1 | -5 | x | 7 | 2 | -4
CCOC(=O)c1cc(NC(=O)OC)c(C)nc1C | x | -2 | 4 | x | 1 | 3 | x
COc1ccc2c(c1)c(C(C)=O)c(C)n2-c1ccccc1OC | -1 | -1 | x | -1 | x | x | x
CC(c1nccs1)N(C)C(=O)CCc1nnc(Cc2c[nH]c3ccccc23)o1 (stereo not drawn) | 3 | -3 | -2 | -1 | 0 | 5 | -6
Cc1ccc(S(=O)(=O)N2CCOCC2)cc1NC(=O)COc1ccccc1Cc1ccccc1 | 2 | -3 | -2 | x | -2 | 20 | x
O=C(COC(=O)c1ccc2ncsc2c1)NCc1ccccc1Cl | -6 | 1 | -10 | 0 | 0 | 3 | 16
O=C(Nc1ccc2c(c1)OCO2)c1cnn2cccnc12 | -7 | 1 | 0 | -3 | -4 | -12 | -22
CSCC(NS(=O)(=O)c1ccc(C)cc1)C(=O)O (stereo not drawn) | 3 | -7 | x | -6 | x | x | x
CN(C)CCCNC(=O)C[C@H]1C[C@H](C(=O)N2CCCCC2)[C@@]2(C)c3[nH]c4cc(CCC(=O)N(C)C)ccc4c3CCN2C1=O | -2 | 5 | -5 | -1 | 0 | 3 | -3
CC(C)CN1C(=O)NC(NC(=O)c2ccco2)(C(F)(F)F)C1=O (stereo not drawn) | x | -4 | 1 | x | x | -10 | -4
CCN(CC)CC(=O)Nc1ccc(-c2ccc(NC(=O)CN(CC)CC)c(OC)c2)cc1OC | -1 | 16 | -7 | -1 | x | x | x
CCNC(=O)C[C@@H]1CC[C@H]2[C@@H](COc3ccc(NC(=O)Nc4c(C)noc4C)cc3C(=O)N2C)O1 | 6 | -6 | 6[16.7 µM] | -4 | -1 | 20 | -6
O=S(=O)(CCN1CCN(c2ccccn2)CC1)c1ccc(F)cc1 | 3 | 0 | -1 | -1 | -1 | 5 | -6
O=C(N/N=C/c1cccc([N+](=O)[O-])c1)c1ccccc1-n1cccc1 | 1 | -2 | -7 | 1 | x | 5 | 2
Cc1ccc(-n2nnc3c(SCC(=O)NCc4ccco4)ncnc32)cc1 | x | -4 | -3 | x | -3 | 18 | 3
Cc1cccc(OCC(O)Cn2c(N3CCCCC3)nc3c2c(=O)[nH]c(=O)n3C)c1 (stereo not drawn) | -6 | 0 | -5 | -2 | 0 | 10 | 1
CC12CCC(C(=O)NCCCn3ccnc3)(OC1=O)C2(C)C (stereo not drawn) | x | 1 | -6 | x | -1 | x | -14

Record cards (already shown). Screens in order: ERp5 block, ARNT TACC3 PPI, miR-122 sensor, SIRT5 inh, Cneo AK release, Statin myotox sup, esBAF inh
O=C(Nc1ccc2c(c1)OCO2)c1cnn2cccnc12 across the screens: -7, 1, 0, -3, -4, -12, -22
CCOC(=O)C1CCN(c2ncnc3c2c(-c2ccccc2)cn3-c2ccccc2)CC1 across the screens: 1, 1, -1, 5, 1, 14, -10
O=C(Nc1ccc(NC(=O)c2ccco2)nc1)c1ccccn1 across the screens: x, 25, 8, x, -4, 113*, -17
O=C(N/N=C/c1cccc([N+](=O)[O-])c1)c1ccccc1-n1cccc1 across the screens: 1, -2, -7, 1, x, 5, 2
O=C(COC(=O)c1ccc2ncsc2c1)NCc1ccccc1Cl across the screens: -6, 1, -10, 0, 0, 3, 16

Back to the main list, repeating the five entries before the break.
SMILES | ERp5 block | ARNT TACC3 PPI | miR-122 sensor | SIRT5 inh | Cneo AK release | Statin myotox sup | esBAF inh
O=S(=O)(CCN1CCN(c2ccccn2)CC1)c1ccc(F)cc1 | 3 | 0 | -1 | -1 | -1 | 5 | -6
O=C(N/N=C/c1cccc([N+](=O)[O-])c1)c1ccccc1-n1cccc1 | 1 | -2 | -7 | 1 | x | 5 | 2
Cc1ccc(-n2nnc3c(SCC(=O)NCc4ccco4)ncnc32)cc1 | x | -4 | -3 | x | -3 | 18 | 3
Cc1cccc(OCC(O)Cn2c(N3CCCCC3)nc3c2c(=O)[nH]c(=O)n3C)c1 (stereo not drawn) | -6 | 0 | -5 | -2 | 0 | 10 | 1
CC12CCC(C(=O)NCCCn3ccnc3)(OC1=O)C2(C)C (stereo not drawn) | x | 1 | -6 | x | -1 | x | -14
CO[C@@H]1CN(C)C(=O)c2ccc(NC(=O)c3cccc(F)c3)cc2OC[C@H](C)NC[C@H]1C | -3 | -9 | -8[16.7 µM] | -7 | -5 | -9 | 5
COC(=O)CC1C(=O)NCCN1C(=O)c1cc([N+](=O)[O-])ccc1Cl (stereo not drawn) | 4 | -8 | -2 | -2 | 7 | 20 | -11
CC(=O)Nc1ccc(NC(=O)C(C)OC(=O)CSCc2cccc(Cl)c2)cc1 (stereo not drawn) | 2 | -11 | x | -10 | -5 | -1 | -1
CCSc1nnc(CCNS(=O)(=O)c2ccc(C(C)=O)cc2)n1C | 1 | -2 | x | 0 | 20 | -7 | 0
C[C@@H]1CN([C@H](C)CO)S(=O)(=O)c2ccc(Br)cc2O[C@H]1CN(C)Cc1ccncc1 | 7 | 30 | 4[16.7 µM] | 2 | 57 | -41 | 7
CNC(=O)NNC(=O)c1nc(-c2ccccc2)c(C)o1 | 2 | x | 1 | -3 | -1 | x | x
O=C(NC[C@@H]1N[C@@H](CO)[C@H]1c1ccc(C2=CCCC2)cc1)c1ccccc1 | 4 | 7 | 0[16.7 µM] | -1 | 2 | -42 | -4
O=C(NCc1cccnc1)c1ccc2c(c1)N(Cc1ccccc1)CCS2 | 3 | 0 | 88 | -3 | 0 | -6 | 6
CC(=O)c1cnn(-c2nc3c(C)cccc3s2)c1C | x | -2 | 6 | x | 1 | 5 | 22
CCc1cc(C(=O)Nc2cc(S(=O)(=O)N(CC)CC)ccc2N2CCN(C)CC2)sc1C | 1 | 8 | x | -4 | 4 | 8 | 3
O=C(O)CC1S/C(=N\N=C2CCCCCCC2)N(c2ccccc2)C1=O (stereo not drawn) | -4 | -10 | -11 | 6 | x | -3 | -4
CC(C)NC(=O)Nc1ccc2c(c1)C(=O)N([C@@H](C)CO)C[C@@H](C)[C@@H](CN(C)C(=O)NC(C)C)OCCCC[C@H](C)O2 | 2 | -10 | 8[16.7 µM] | -2 | -1 | x | x

Screening results from PubChem BioAssay.
